High-throughput results from PubChem BioAssay.
FLuc modulator – firefly luciferase modulation, counter-screen for miR-21 project | Potency, µM (series often up to 57.5 µM), inactives show at the highest dose activity change, negative = inhibition, usual class: inhibitors | purified FLuc, Km substrates, luminescence inhibition | AID 588342 | actives 6.9% (n = 360,000); active = well fitted inhibition curve with a large enough effect; inconclusive = small, poorly fitted or top-dose-only effect;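 also: plate controls were vehicle for no effect and reference inhibitor for full effect; nearly all actives have a fitted effect of over 55% in size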
Target sequence (P08659 whole entry, looked up): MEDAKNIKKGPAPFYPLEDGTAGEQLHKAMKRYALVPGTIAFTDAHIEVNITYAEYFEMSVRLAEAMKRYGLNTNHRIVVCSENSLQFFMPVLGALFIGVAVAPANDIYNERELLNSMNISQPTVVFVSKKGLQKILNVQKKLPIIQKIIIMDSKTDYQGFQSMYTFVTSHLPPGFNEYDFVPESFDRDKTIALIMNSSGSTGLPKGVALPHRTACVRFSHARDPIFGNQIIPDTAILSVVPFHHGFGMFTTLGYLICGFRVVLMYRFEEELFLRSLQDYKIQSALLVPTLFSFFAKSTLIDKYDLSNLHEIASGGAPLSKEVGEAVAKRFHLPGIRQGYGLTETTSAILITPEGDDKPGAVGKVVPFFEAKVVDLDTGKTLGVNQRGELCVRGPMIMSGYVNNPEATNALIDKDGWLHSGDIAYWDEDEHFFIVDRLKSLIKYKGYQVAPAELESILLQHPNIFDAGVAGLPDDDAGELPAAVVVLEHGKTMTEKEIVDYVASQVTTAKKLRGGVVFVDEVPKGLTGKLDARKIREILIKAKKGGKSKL
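Purified P. pyralis luciferase, 10 nM final, with Km-level 10 uM D-luciferin and 10 uM ATP in 50 mM Tris acetate pH 7.5, 10 mM Mg acetate, 0.01% Tween-20, 0.05% BSA; 6-point qHTS titration about 60 µM downward; luminescence read.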
* = called active by the depositor. Potency is read from the fitted curve at half-maximal effect. The list is partial, so the mix of outcomes need not match the whole.

For COc1cc2c(cc1OC)C(COc1ccc3c(C)cc(=O)oc3c1)N(C(=O)c1cccc(C)c1)CC2 (stereo not drawn) the results were FLuc modulator 0%.
`CCOc1cccc(C2Oc3nc(SC)nnc3-c3ccccc3N2C(C)=O)c1OC` (stereo not drawn) gave FLuc modulator 3%.
CCN1C(=O)c2ccccc2Sc2ccc(NC(=O)Nc3ccc(C(C)=O)cc3)cc21 was read as FLuc modulator -8%.
O=C(NCC(c1cccnc1)N1CCN(Cc2ccccc2)CC1)C(=O)Nc1cccc(Cl)c1 (stereo not drawn) was read as FLuc modulator 5%.
For O=C1CN(C(=O)Cc2ccc(F)cc2)C(c2ccccc2)c2cc(Br)ccc2N1 (stereo not drawn) the results were FLuc modulator -10%.
O=C(c1cccn1-c1nnc(N2CCCCC2)s1)N1CCN(c2ccccc2)CC1 was read as FLuc modulator -12%.
Screening CCOc1ccccc1Nc1sc(C(=O)c2ccccc2)c(N)c1C(=O)NCCc1ccccc1 returned FLuc modulator -2%.
`CCn1c(CN2CCC(C)CC2)nc2cc(NC(=O)COc3ccc(Cl)c(C)c3)ccc21` gave FLuc modulator -4%.
Screening Cc1cc(NC(=O)c2ccc(F)cc2)ccc1-c1cc2ccccc2oc1=O returned FLuc modulator inconclusive.
`Nc1ccc2nc(-c3ccc(O)cc3)sc2c1` gave FLuc modulator 0.3µM*.
For COC(=O)c1ccc(C2c3c(oc4cc(C)c(C)cc4c3=O)C(=O)N2c2ccccn2)cc1 (stereo not drawn) the results were FLuc modulator 1%.
`Cc1ccc(NC(=O)CCCc2nnc3n(C)c(=O)c4sccc4n23)cc1C` gave FLuc modulator -1%.
`Cc1cc(C)cc(NC(=O)CSc2nccn2C2CCCC2)c1` gave FLuc modulator -5%.
Screening CCOC(=O)N1CCc2c(sc3c2c(=O)n(Cc2ccccc2)c(=O)n3Cc2cc(C)ccc2C)C1 returned FLuc modulator 1%.
CCOC(=O)c1c(C)oc2nc(C)nc(NCCc3ccc(OCC)cc3)c12 was read as FLuc modulator 2%.
Screening COc1ccc(NC(=O)c2ccc(-c3nc(CSc4ccc(C)cc4)c(C)o3)cc2)cc1Cl returned FLuc modulator -7%.
`CC1=C(C(=O)Nc2ccccc2)C(c2cccc(O)c2)n2nc(-c3ccccc3Cl)nc2N1` (stereo not drawn) gave FLuc modulator -20%.
Screening Cc1ccc(-c2noc(CNC(=O)c3ccc(C)c(Cl)c3)n2)cc1 returned FLuc modulator -3%.
Screening COc1ccc(C2=Nc3ccccc3N(CC(=O)Nc3cccc(C(C)=O)c3)C(=O)C2)cc1 returned FLuc modulator -19%.
`Cc1ccc(CN(Cc2ccco2)C(=O)COc2cccc(C)c2C)o1` gave FLuc modulator -16%.
`Cc1ccc(NC(=O)CN2CCN(S(=O)(=O)c3ccc(C(C)C)cc3)CC2)cc1F` gave FLuc modulator 4%.
CCCNC(=O)C(CC)n1nc(CC)n2c(cc3oc(C)cc32)c1=O (stereo not drawn) was read as FLuc modulator -5%.
For Cc1ccc(CNC(=O)C(C)n2nc(C)c3sc4ccccc4c3c2=O)cc1 (stereo not drawn) the results were FLuc modulator 13µM*.
Cc1cc(C)n(-c2nc3ccccc3nc2Nc2cc(Cl)ccc2C)n1 was read as FLuc modulator 1%.
CCOC(=O)c1c(C)[nH]c(C)c1S(=O)(=O)NCC(=O)Nc1cccc(C#N)c1 was read as FLuc modulator -4%.
For COc1ccc(NC(=O)Cn2ccn(-c3ccccc3)c(=O)c2=O)cc1 the results were FLuc modulator -1%.
`CCOc1ccc(-n2c(SCC(=O)NCc3ccccc3)nc3n[nH]c(C)c3c2=N)cc1` gave FLuc modulator -1%.
CSCCC(NS(=O)(=O)c1ccc2c(c1)oc(=O)n2C)C(=O)N1CCN(c2cc(C)ccc2C)CC1 (stereo not drawn) was read as FLuc modulator -1%.
`COc1ccc(C(CNC(=O)c2ccc(C)cc2)N2CCOCC2)cc1` (stereo not drawn) gave FLuc modulator -1%.
`O=C(Nc1cccc(Cl)c1)c1cc(-c2ccc3c(c2)OCO3)on1` gave FLuc modulator inconclusive.
Screening COc1ccc(C2=C(N3CCN(c4cccc(C)c4)C(C)C3)c3ccccc3C2=O)cc1 (stereo not drawn) returned FLuc modulator 0%.
`O=C(NCc1ccccc1Cl)c1cccn1-c1nnc(N2CCCCC2)s1` gave FLuc modulator inconclusive.
Cc1ccc2oc(C(=O)Nc3ccc(S(=O)(=O)Nc4nc(C)cc(C)n4)cc3)cc(=O)c2c1 was read as FLuc modulator -19%.
Screening O=C(CCS(=O)(=O)c1nc(-c2cccs2)cc(C(F)(F)F)n1)Nc1cccc(O)c1 returned FLuc modulator 0%.
Screening COc1ccc(OC)c(-c2nc3c(C#N)c[nH]n3c2NC2CCCCC2)c1 returned FLuc modulator -13%.
Cc1ccc(C)n1-c1nnc(N2CCCC(C(=O)NCc3ccc(Cl)cc3)C2)s1 (stereo not drawn) was read as FLuc modulator -14%.
Cc1ccc(Cc2nc3ccccc3nc2SCC(=O)N2CCCCC2)cc1 was read as FLuc modulator -17%.
Screening COc1cccc(Oc2nc3c(c(=O)n(Cc4ccccc4Cl)c(=O)n3C)n2C)c1 returned FLuc modulator 1%.
For CCOC(=O)c1[nH]c2c(c1Cc1ccccc1C)C(=O)CC(c1ccccc1)C2 (stereo not drawn) the results were FLuc modulator 3%.
`O=C(c1ccccc1F)N1c2nc(-c3ccco3)nn2C2(CCCCC2)[C@@H]2CCCC[C@@H]21` gave FLuc modulator -9%.

By substructure: the entries above containing an aryl thioether with sulfur outside any ring (5)
`CCOc1cccc(C2Oc3nc(SC)nnc3-c3ccccc3N2C(C)=O)c1OC` (stereo not drawn) gave FLuc modulator 3%.
`Cc1cc(C)cc(NC(=O)CSc2nccn2C2CCCC2)c1` gave FLuc modulator -5%.
Screening COc1ccc(NC(=O)c2ccc(-c3nc(CSc4ccc(C)cc4)c(C)o3)cc2)cc1Cl returned FLuc modulator -7%.
`CCOc1ccc(-n2c(SCC(=O)NCc3ccccc3)nc3n[nH]c(C)c3c2=N)cc1` gave FLuc modulator -1%.
Cc1ccc(Cc2nc3ccccc3nc2SCC(=O)N2CCCCC2)cc1 was read as FLuc modulator -17%.

New compounds follow:
CCSc1ncc(Cl)c(C(=O)Nc2ccc(S(=O)(=O)N(C)c3ccccc3)cc2)n1 was read as FLuc modulator -2%.
For Cc1cc(C)cc(NC(=O)c2ccc3oc(=O)c(S(=O)(=O)c4ccc(F)cc4)cc3c2)c1 the results were FLuc modulator 0%.
COc1ccc(NC(=O)Cn2c(=O)n(Cc3nc(-c4ccccc4)no3)c(=O)c3ccccc32)cc1Cl was read as FLuc modulator -7%.
Cc1ccccc1CNC(=O)c1oc2c(c1C)-c1[nH]ncc1CC2 was read as FLuc modulator inconclusive.
`CCc1ccc(CNC(=O)CN2C(=O)CCn3nc(-c4cn(C)c5ccccc45)cc32)cc1` gave FLuc modulator -13%.
`CCOc1ccc(CNC(=O)Cn2nc(C)c3nn(-c4ccc(Cl)cc4)c(C)c3c2=O)cc1OC` gave FLuc modulator 2%.
`CCN(CC)S(=O)(=O)c1ccc2c(c1)N(CC(=O)NCCc1ccc(OC)c(OC)c1)C(=O)CO2` gave FLuc modulator 0%.
Cc1csc2nc(-c3cccc(NC(=O)C(C)C)c3)cn12 was read as FLuc modulator inconclusive.
`COc1ccc(N2CCN(C(=O)Cn3cnc4nc5c(cc4c3=O)CCCC5)CC2)cc1` gave FLuc modulator 4%.
CCc1ccccc1NC(=O)CSc1nc2c(c(=O)[nH]1)CN(Cc1ccccc1OC)CC2 was read as FLuc modulator 0%.
For CCc1ccccc1-n1c2c(cc(-c3nc(-c4ccc(Cl)cc4)cs3)c1=O)C(=O)CC(C)(C)C2 the results were FLuc modulator -8%.
COC(=O)c1ccc(Cl)c(NC(=O)C2CCN(S(=O)(=O)Cc3ccccc3)CC2)c1 was read as FLuc modulator -16%.
Screening CCN(c1ccccc1)S(=O)(=O)c1ccc(-c2cc(C)no2)s1 returned FLuc modulator -13%.
COc1ccc(CCNc2nc3ccc(Cl)cc3n3cnnc23)cc1OC was read as FLuc modulator -4%.
Screening CCOc1ccc(CNC(=O)c2cccc(NC(=O)N3CCSc4ncccc43)c2)cc1OC returned FLuc modulator -3%.
CCCS(=O)(=O)N1CC(=O)N(c2ccccc2C)C(C)(C(=O)NC2CCCCC2)C1 (stereo not drawn) was read as FLuc modulator -1%.
`Cc1ccc(Cn2cc(CCC(=O)NCc3ccc(OC(C)C)cc3)c3ccccc32)cc1` gave FLuc modulator 3%.
CC(C)(C)C1CCc2c(sc(NC(=O)c3noc4c3CCCC4)c2C#N)C1 (stereo not drawn) was read as FLuc modulator -18%.
Cc1c(Cl)cccc1-n1ncc(C(=O)Nc2ccc(Br)cc2F)c1C1CCNCC1 was read as FLuc modulator -5%.
For Cc1c(NC(=O)c2cc(-c3cccc(O)c3)on2)c(=O)n(-c2ccccc2)n1C the results were FLuc modulator -11%.
Screening COc1ccc(C)cc1N(C)C(=O)c1c(C)oc2ncnc(N3CCOCC3)c12 returned FLuc modulator -3%.
Screening CCOc1cccc(C2c3c(oc4ccc(F)cc4c3=O)C(=O)N2c2cc(C)ccn2)c1 (stereo not drawn) returned FLuc modulator 1%.
CCn1cc(C(=O)N2CCN(c3ccccc3OC)CC2)c(=O)c2cc(S(=O)(=O)N3CCCCC3)ccc21 was read as FLuc modulator -6%.
For COc1ccc(S(=O)(=O)c2cn(Cc3ccccc3)c3cc(F)c(F)cc3c2=O)cc1 the results were FLuc modulator 1%.
For CC1CCc2onc(C(=O)N3CCN(c4ccc(Cl)cc4)CC3)c2C1 (stereo not drawn) the results were FLuc modulator 5%.
CCC(=O)N1c2ccccc2CC1C(=O)NCCc1ccc(OC)cc1OC (stereo not drawn) was read as FLuc modulator -2%.
Screening COc1cccc2c1cc1c(=O)n(CC(=O)NCc3ccc(N(C)C)cc3)nc(C)n12 returned FLuc modulator 4%.
Screening Cc1noc2ncnc(N3CCCC(C(=O)Nc4cc(F)ccc4F)C3)c12 (stereo not drawn) returned FLuc modulator -1%.
CCCN1C(=O)c2oc3cc(C)cc(C)c3c(=O)c2C1c1ccc(F)cc1 (stereo not drawn) was read as FLuc modulator -6%.
For Cc1ccc(F)cc1NC(=O)Cn1c(C)cc(C)c(C#N)c1=O the results were FLuc modulator 0%.
Screening COc1cc(CNC(=O)c2cnc3c(-c4cccc(C)c4)c(C)nn3c2C)cc(OC)c1OC returned FLuc modulator -5%.
For Cc1cccn2c(=O)c3cc(C(=O)NC(C)(C)C)n(C)c3nc12 the results were FLuc modulator -1%.
`O=C(NCCc1csc2nc(-c3ccc(F)cc3)nn12)c1ccco1` gave FLuc modulator -11%.
Cc1noc(-c2ccc(-c3noc(-c4ccc(C(F)(F)F)cc4)n3)cc2)n1 was read as FLuc modulator -4%.
For Cc1cc(C)c(Cn2c3ccccc3c3cnn(CC(=O)NCCc4ccccc4)c(=O)c32)c(C)c1 the results were FLuc modulator 5%.
Screening O=C(Cn1nc(Cc2cccnc2)c2ccccc2c1=O)N1CCN(c2ccccc2F)CC1 returned FLuc modulator -2%.
For COc1ccc(OC)c(CNS(=O)(=O)c2ccc(-c3cc(C(F)(F)F)on3)s2)c1 the results were FLuc modulator -10%.
`COc1ccc(C)cc1NC(=O)Cn1nc(N2CCN(c3ccccc3OC)CC2)ccc1=O` gave FLuc modulator -5%.
`COc1ccc(C)cc1-n1nnc(C(=O)Nc2cccc(SC)c2)c1C` gave FLuc modulator -3%.
For CCOC(=O)c1cnc2c(ccc3ccccc32)c1Nc1ccc(N(C)C)cc1 the results were FLuc modulator 2%.
For COC(=O)c1c(NC(=O)C2c3ccccc3Oc3ccccc32)sc2c1CCC(C(C)(C)C)C2 (stereo not drawn) the results were FLuc modulator -1%.
CCOc1ccc(C(=O)Nc2cccc(NC(=O)c3ccco3)c2)cc1Cl was read as FLuc modulator inconclusive.
`CCOC(=O)c1[nH]c(C)c(CCC(=O)NCc2cccc(C)c2)c1C` gave FLuc modulator -3%.
For CCc1ccccc1N(C)C(=O)c1cnc(N2CCOCC2)c2ccccc12 the results were FLuc modulator 0%.
Screening COc1ccc(CN(Cc2ccco2)c2cnc(S(C)(=O)=O)nc2C(=O)Nc2ccc(C)cc2C)cc1 returned FLuc modulator -5%.
Screening O=C1CC(c2ccc(Cl)cc2)N=C(NC(=O)c2ccccc2)N1 (stereo not drawn) returned FLuc modulator -5%.
COC(=O)c1ccc(-c2nc(-c3ccc(OC)c(OC)c3)no2)cc1 was read as FLuc modulator 6%.
`O=C(Cc1ccc(Cl)cc1)Nc1ccc2oc(-c3ccc(F)cc3)nc2c1` gave FLuc modulator -6%.
For COc1cccc2c1Oc1ncccc1N(C(=O)CCC(=O)NCc1ccc(N(C)C)cc1)C2 the results were FLuc modulator 2%.
O=C(CSc1nnc2[nH]c(=O)cc(-c3ccccc3)n12)Nc1ccc(OC(F)(F)F)cc1 was read as FLuc modulator 2.4µM*.
Screening COc1cc(NC(=O)C2CCN(c3nnc(C)c4c(C)n(-c5ccccc5)nc34)CC2)cc(OC)c1 returned FLuc modulator -15%.
Screening Cc1oc(C)c2c(=O)cc(-c3ccc4c(c3)OCO4)cc(OC(=O)c3cccc(Cl)c3)c12 returned FLuc modulator -21%.

Structural class, those above with bromine
For O=C1CN(C(=O)Cc2ccc(F)cc2)C(c2ccccc2)c2cc(Br)ccc2N1 (stereo not drawn) the results were FLuc modulator -10%.
Cc1c(Cl)cccc1-n1ncc(C(=O)Nc2ccc(Br)cc2F)c1C1CCNCC1 was read as FLuc modulator -5%.
